Source: PubChem BioAssay
Abeta rescue – qHTS for compounds that reverse cellular toxicity of Amyloid beta (A-beta) peptide in yeast: Primary Screen; yeast expressing A-beta42, growth rescue, OD600, 48 h; response scale: 0% DMSO, 100% iron-clioquinol control; Potency, µM (titrated, usually from 46.1 µM), for inactives: at the highest dose growth rescue, actives largely listed as activators; 410,000 compounds, 0.063% hits; AID 1347071, 2019; also: potency is read from the fitted curve at half-maximal effect; nearly all actives have a fitted effect of over 55% in size
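Yeast A-beta toxicity model in growth medium with pinned compounds, 48 h at 30 C; growth read as absorbance at 600 nm. Normalized to FeCl3/clioquinol equimolar mix (positive) and DMSO (negative).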
PTHR1 ag – qHTS for PTHR1 Agonists: Primary Screen; Parathyroid hormone/parathyroid hormone-related peptide receptor (Homo sapiens), Q03431; HEK293 GP2 PTHR1 cells, GloSensor cAMP luminescence, 1 h; Potency, µM (doses to about 115 µM), for inactives: top-dose activation, actives largely listed as activators; 410,000 compounds, 0.075% hits; also: potency is read from the fitted curve at half-maximal effect; nearly all actives have a fitted effect of over 55% in size; some results filed as inactive show a strong effect at the top dose; inactives centre near -15; many of its hits are not listed in these tables
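HEK-293-derived GP2 cells expressing PTHR1 and a GloSensor cAMP reporter, 3,000/well, plated overnight, given luciferin plus IBMX (each 0.5 mM as added) for 1 h at 37 °C, then compound for 1 h at 37 °C. Luminescence was read after 15 min at room temperature.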
TDP43 rescue – qHTS of TDP-43 Inhibitors; 410,000 compounds, 1.8% hits; TDP-43 expressing yeast growth rescue, BacTiter-Glo, 24 h; Potency, µM (series often up to 46.1 µM), for the others: at the highest dose growth rescue (activation), hits mostly activators; also: potency is read from the fitted curve at half-maximal effect; % of control where 0% means no effect; nearly all actives have a fitted effect of over 50% in size
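Luminescence from BacTiter-Glo reports growth of TDP-43-expressing yeast after 24 hr at 30 deg C with compound. Cells were raffinose-pregrown to mid-log, then seeded in galactose medium at OD600=0.02.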
DRD3 antagonist – qHTS of D3 Dopamine Receptor Antagonist: qHTS. D(3) dopamine receptor (Homo sapiens), P35462. D3R cells, DiscoveRx beta-arrestin luminescence, antagonist mode; stronger effect = lower value. max response, negative = inhibition, %. 360,000 compounds, 2.5% hits. AID 652054, 2013; in the data active = max response below about -50%; inconclusive = no clear call, values can overlap the other calls; also: % is scaled to controls: 0 for no effect and ±100 for the full control effect; mostly tested at two doses, the higher about 12 µM
Target sequence (P35462 whole entry, looked up): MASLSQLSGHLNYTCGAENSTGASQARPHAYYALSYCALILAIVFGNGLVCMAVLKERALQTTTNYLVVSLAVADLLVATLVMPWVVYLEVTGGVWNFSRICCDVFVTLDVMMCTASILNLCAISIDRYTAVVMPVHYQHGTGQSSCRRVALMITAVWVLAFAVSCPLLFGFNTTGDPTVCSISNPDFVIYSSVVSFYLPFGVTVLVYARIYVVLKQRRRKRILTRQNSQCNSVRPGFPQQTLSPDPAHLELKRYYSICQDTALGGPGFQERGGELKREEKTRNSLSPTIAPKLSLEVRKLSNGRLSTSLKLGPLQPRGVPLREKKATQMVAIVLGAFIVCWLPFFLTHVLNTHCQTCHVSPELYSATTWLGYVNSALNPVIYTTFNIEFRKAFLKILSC
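Cells expressing the human receptor were seeded at 1500 cells/well, incubated overnight at 37 degrees C in 5% CO2, then exposed to library compounds with dopamine controls for 90 minutes at 37 degrees C before luminescent detection.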
aSyn rescue – qHTS of alpha-syn Inhibitors | AID 652106, 2013 | Yeast expressing alpha-synuclein, growth rescue, BacTiter-Glo, 24 h | 370,000 compounds, 0.14% hits | Potency, µM (highest dose often 46.1 µM), for the others: top-dose growth rescue (activation), hits mostly activators; also: potency is read from the fitted curve at half-maximal effect; % of control where 0% means no effect; nearly all actives have a fitted effect of over 65% in size
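Galactose-induced alpha-syn yeast (OD600=0.02, raffinose-pregrown) + pinned cpd, 24 hr, 30 deg C; growth by BacTiter-Glo luminescence. Growth restoration scores as activation.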
FUS suppressor – qHTS for Suppressors of FUS Proteinopathy: Primary screen using FUS-linked yeast assay | S. cerevisiae FUS-expressing, growth rescue, OD600, 24 h | Potency, µM (doses to about 76.6 µM), without a hit: at the top dose growth rescue (activation), actives largely listed as activators | 390,000 compounds, 0.24% hits | AID 1347120, 2019;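 also: potency is read from the fitted curve at half-maximal effect; plate controls were DMSO vehicle for no effect and reference control for full effect; nearly all actives have a fitted effect of over 55% in size; some results filed as inactive show a strong effect at the top dose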
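Toxicity suppression screen in FUS-yeast. Cells induced with 2% galactose, starting OD 0.005, treated 24hr at 30C with compounds at multiple final concentrations; growth by OD600.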
GLP1R ag – qHTS of GLP-1 Receptor Agonists. HEK293 GLP-1R CRE-luciferase, luminescence, 4-6 h; cells express a hypersensitive GLP-1R form. Potency, µM (series often up to 45.6 µM), without a hit: at the highest dose activation, actives largely listed as activators. 380,000 compounds, 0.007% hits. AID 624172, 2012; also: potency is read from the fitted curve at half-maximal effect; % of control where 0% means no effect
Target sequence (P43220 whole entry, looked up): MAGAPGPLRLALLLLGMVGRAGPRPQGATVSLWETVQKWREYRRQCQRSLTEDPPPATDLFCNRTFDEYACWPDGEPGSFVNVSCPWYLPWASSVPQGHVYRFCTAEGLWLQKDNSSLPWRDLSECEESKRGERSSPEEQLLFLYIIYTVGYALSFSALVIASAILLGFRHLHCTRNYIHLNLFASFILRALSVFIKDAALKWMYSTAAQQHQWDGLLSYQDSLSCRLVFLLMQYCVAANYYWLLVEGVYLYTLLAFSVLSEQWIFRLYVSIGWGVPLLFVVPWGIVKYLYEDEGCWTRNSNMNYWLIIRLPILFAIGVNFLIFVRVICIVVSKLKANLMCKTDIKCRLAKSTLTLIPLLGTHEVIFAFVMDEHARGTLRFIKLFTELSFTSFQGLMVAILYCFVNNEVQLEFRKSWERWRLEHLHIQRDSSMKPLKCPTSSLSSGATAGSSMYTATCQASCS
Akt phos inh – HTS Assay for Inhibitors of Akt Phophorylation: Primary Screen. Neuro2A IGF-stimulated pAkt S473 HTRF, 20 min; stronger effect = lower value. activity change, % for hits at 50 µM. 360,000 compounds, 0.32% hits; in the data active = activity change below about -80%; inconclusive = mostly about -51% to -80%; also: % is scaled to controls: 0 for no effect and ±100 for the full control effect
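Neuro2A cells in DMEM with 0.5% FBS, overnight at 37 deg C, given compound at single 50 µM final, then IGF (6 nM final) for 20 min at 37 deg C. Lysed; phospho-Akt Ser473 by HTRF after 24 h, 665/615 ratio.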
GLP-1R inv ag – qHTS of GLP-1 Receptor Inverse Agonists (Inhibition Mode). HEK293 GLP-1R CRE-luciferase, luminescence, 24 h; GLP-1R form is constitutively active. Potency, µM (series often up to 38.3 µM), for the others: top-dose activity change, negative = inhibition, most hits filed as inhibitors. 410,000 compounds, 1.6% hits. AID 624417, 2012; also: potency is read from the fitted curve at half-maximal effect; % is scaled to controls: 0 for no effect and ±100 for the full control effect; nearly all actives have a fitted effect of over 55% in size
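Inverse agonism was detected as reduced cAMP-driven luciferase luminescence after 24 h compound treatment. The cells were HEK293 clones expressing constitutively active human GLP-1R with the reporter. Reporter-only and GPR119 cell lines served as counterscreen controls.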
Active calls of the source: *; i = inactive; ? = inconclusive; nt = no result given; [ ] = another dose, or the depositor's remark. Unless noted, calls follow the shape of the dose curve; as a rule, active = well fitted curve in the direction sought with a large enough effect; inconclusive = small, poorly fitted or top-dose-only effect, or another doubt; inactive = no such curve, though single readings can be large; an effect the other way counts as inactive or inconclusive. This is a subset; the hit share may differ from the screen's.

SMILES | Abeta rescue | PTHR1 ag | TDP43 rescue | DRD3 antagonist | aSyn rescue | FUS suppressor | GLP1R ag | Akt phos inh | GLP-1R inv ag
CN1C(=O)N(CC(=O)N2CCN(S(=O)(=O)c3ccc4c(c3)CCC4)CC2)C(=O)C12CCCCC2 | 11% | -6% | 11% | 21 | 7% | -8% | -3% | i | 13%
CC(C)c1ccc(OC(=O)c2ccc3c(=O)n4c(nc3c2)CCC4)cc1 | -12% | i | 10% | -1 | -1% | ? | 0% | i | -16%
COc1ccc(CNC(=O)CCc2c(C)c3cc4c(C)coc4cc3oc2=O)cc1 | -18% | -17% | 3% | nt | nt | 19% | nt | nt | 0%
O=C(CCCCn1c(=O)[nH]c2ccsc2c1=O)NCc1cccnc1 | -13% | i | 12% | 19 | 6% | 12% | 0% | i | -6%
Cc1ccc(C)c(N2CCN(C(=O)c3cc(S(=O)(=O)N4CCC(C)CC4)cn3C)CC2)c1 | 0% | -67%[inhibitor] | 22% | nt | nt | 24% | -1% | nt | 3%
CC(=O)Nc1ccc(NC(=O)c2cc(=O)c3cc(C)c(C)cc3o2)cc1 | -7% | -24% | 4% | -14 | -18% | -13% | 3% | i | 6%
Cc1cccc(C(=O)OCc2cc(=O)n3nc(-c4cccs4)sc3n2)c1 | -13% | -36%[inhibitor] | 8% | nt | nt | 22% | nt | nt | 10%
CC(=O)c1ccc(S(=O)(=O)Nc2cccc(-n3cnnn3)c2)cc1 | 1% | -11% | -10% | -7 | 6% | 6% | -1% | i | 15%
COC(=O)Nc1ccc(S(=O)(=O)N2CCCCC2C(=O)O)cc1 (configuration not stated) | 1% | i | -9%[9.22 µM] | 8 | 2% | -6% | -1% | i | -8%
Cc1[nH]n(-c2cccc(Cl)c2)c(=O)c1/C=N/n1c(C)nc2ccccc2c1=O | -37%[inhibitor] | -25%[57.5 µM] | -8% | 18 | -22% | ? | 0% | i | -3%
COCCN(Cc1cc2cc(C)ccc2n2nnnc12)C(=S)Nc1ccccc1C | -5% | 24% | -6% | -7 | -11% | -22% | 8% | i | 2%
Cc1ccc(C(=O)NC(=S)Nc2cccc3c(C)cc(C)nc23)cc1 | 22% | i | 17% | -4 | -6% | 6% | 0% | i | 3%
CCN(CC)CCCN(Cc1cc2cc3c(cc2[nH]c1=O)OCO3)C(=S)Nc1ccc(OC)cc1 | -18% | ? | -23%[9.22 µM] | ? | -6% | 21% | 13% | i | -23%[7.66 µM]
CCCCN(C)c1nnc(NC(=O)Nc2cccc(C(C)=O)c2)s1 | -13% | i | 7%[9.22 µM] | nt | nt | -10% | nt | nt | 0%
COc1ccc(-c2noc(CNC(=O)C(C)Oc3ccccc3)n2)cc1 (configuration not stated) | -11% | -45%[inhibitor] | 10% | -3 | 2% | 15% | -1% | i | ?
CN(C)c1ccc(C(CNC(=O)c2ccccc2C(F)(F)F)N2CCOCC2)cc1 (configuration not stated) | 3% | i | 5% | nt | nt | -20% | nt | nt | 8%
O=C(COc1ccc(S(=O)(=O)N2CCCCC2)cc1Cl)N1CCCC1 | -2% | i | -18% | 10 | -14% | 24% | 5% | i | -4%
NC(=O)c1cc([N+](=O)[O-])cc2c1C=Cc1ccccc1O2 | 18% | -4% | -21% | 5 | 1% | 8% | 3% | i | -24%[0.307 µM]
Cc1cc(C)n(CCc2nc(-c3ccco3)cs2)n1 | -9% | i | -5% | 13 | 1% | 10% | -6% | i | 10%
CCOc1ccc(NC(=O)CC2C(=O)N(c3ccc(OC)c(Cl)c3)C(=S)N2C2CC2)cc1 (configuration not stated) | 3% | i | 23% | -8 | 0% | nt | -6% | i | ?
CNS(=O)(=O)c1cccc(C(=O)OCC(=O)N2CCc3ccccc3C2)c1 | 2% | i | -3% | 8 | 2% | 4% | 4% | i | -25%
COc1ccc(C(=O)NCC(=O)N2CCC3(CC2)NCCc2[nH]cnc23)cc1 | -4% | ? | -5% | -4 | 1% | 12% | -4% | i | -10%
O=C(Cc1ccc(F)cc1)OCN1C(=O)c2ccccc2C1=O | 3% | i | ? | 3 | 12% | -17% | 7% | i | 0%
Cc1ccc(Nc2cc(C)nc3nc(Cc4ccc(Cl)cc4)nn23)cc1 | 6% | -26% | ? | nt | nt | 18% | nt | nt | ?
CCc1ccccc1NC(=O)CSc1nccn1C | -15% | ? | -3% | nt | 7% | 7% | 20% | nt | 4%
Going on with the list:
SMILES | Abeta rescue | PTHR1 ag | TDP43 rescue | DRD3 antagonist | aSyn rescue | FUS suppressor | GLP1R ag | Akt phos inh | GLP-1R inv ag
COc1ccc(C(=O)NCC(=O)NCC2COc3ccccc3O2)cc1 (configuration not stated) | -5% | i | -21% | -52* | -7% | 13% | 0% | i | -9%
CC(=O)Nc1ccc(S(=O)(=O)Nc2ccc(-c3ccc4nnc(C)n4n3)cc2)cc1 | -15% | -9% | 14% | 3 | 7% | 14% | 5% | i | 36%[activator]
CCOc1ccc(-c2nn[nH]n2)cc1OCC | 3% | 16%[57.5 µM] | 11% | 120 | -22% | 8% | 0% | i | 2%
Cc1ccc(C(=O)N2CCCC2(C)C(=O)NCC(C)C)cc1F (configuration not stated) | -17% | i | 11% | -14 | -2% | -10% | -5% | i | 4%
O=C(Nc1ccc(F)cc1F)c1ccc(-c2ccccc2)s1 | 3% | i | ? | nt | nt | -12% | nt | nt | 10%
Cc1ccc(S(=O)(=O)N2CCN(C(=O)CSc3n[nH]c(N)n3)CC2)c(C)c1 | -11% | ? | -5% | -18 | 1%[1.84 µM] | 30% | 1% | i | -7%
COc1ccc(CCNC(=O)CSCc2ccc(Cl)cc2)cc1OC | 22% | -34%[inhibitor] | ? | 3 | 5% | nt | 1% | i | -28%
COc1ccccc1CCNC(=O)C(C)Sc1nc(-c2ccccc2)cc(C(F)(F)F)n1 (configuration not stated) | -24% | -15% | -21% | nt | nt | -3% | -1% | nt | 13%
CCCc1cc(=O)n2c(nc3ccccc32)[nH]1 | -9%[9.22 µM] | -43% | 4% | ? | -8% | -33% | 17% | i | 82%[activator]
Cc1cc(OCc2cc(C(=O)N3CCCCCC3)no2)cc(C)c1Cl | -1% | -30%[inhibitor] | 3% | -15 | -15% | nt | 6% | i | ?
COc1ccc(C(=O)CSc2cc(C)nc3nc(C)nn23)cc1OC | -23% | i | -10% | -21 | 7% | 2% | 3% | i | 65%[activator]
COc1ccc(/C(N)=N/OC(=O)c2ccc3c(c2)OCO3)cc1OC | -25% | -54%[inhibitor][57.5 µM] | ? | 32 | 1% | -10% | 7% | i | 9%
NC(=O)[C@@H]1CCNc2c(I)cc([N+](=O)[O-])cc2C(=O)N[C@@H](CCC(=O)O)C(=O)N[C@@H](CO)C(=O)N1 | 0% | -18% | -10% | -15 | -1% | -2% | -4% | i | 6%
COc1cccc(-c2noc(-c3ccc(Cl)nc3)n2)c1 | -26% | -48%[inhibitor] | ? | -5 | 0% | 13% | 4% | i | 30%[activator]
O=C1CN(C(=O)c2ccc(F)c(S(=O)(=O)N3CCOCC3)c2)c2ccccc2N1 | -8% | -7% | 19% | 2 | -7% | 1% | 6% | i | -1%
O=c1[nH]c2ccc(N/C(=N/S(=O)(=O)c3ccccc3)c3ccccc3)cc2[nH]1 | -15% | i | -4% | 14 | 0% | 19% | 11% | i | 31%[activator]
COc1ccc(-c2nnc3ccc(SCC(=O)NCc4ccco4)nn23)cc1 | 18% | i | -9% | 6 | 1% | 25% | -9% | i | 0%
CCOC(=O)N1CCN(C2CC(=O)N(c3ccc(F)cc3)C2=O)CC1 (configuration not stated) | -11% | i | 11% | 13 | 4% | -3% | -1% | i | -15%
CSCCC(C(=O)NC1CCCC1)n1c(-c2ccccn2)nc2ccccc21 (configuration not stated) | -2% | -17% | 15% | -9 | -2% | 16% | nt | i | -4%
Cc1cc(C)n(-c2nc(C)c(C)c(=O)n2CC(=O)Nc2ccc(Cl)c(Cl)c2)n1 | 4% | i | 19% | nt | nt | -5% | nt | nt | 9%
CCOc1ccc(-c2nc(C#N)c(N3CCN(C)CC3)o2)cc1 | -2% | i | -5% | ? | 2% | 2% | 5% | i | 0%
Cc1[nH]n(-c2ccccc2)c(=O)c1C(C[N+](=O)[O-])c1ccc(F)cc1 (configuration not stated) | 9% | -12% | 19% | -4 | 10% | 19% | -9% | i | -35%
COc1ccc(-n2c(=O)[nH]c3cc(C(=O)NCCc4ccc(OC)c(OC)c4)ccc3c2=O)c(OC)c1 | 5% | i | -14% | 0 | 4% | 37% | 7% | i | -26%
COc1ccc(NC(=O)/C(C#N)=C\c2ccc(-c3cccc(C(=O)O)c3C)o2)cc1 | 5% | -4% | -6% | -3 | 1% | 12% | -3% | i | 29%
COc1ccc(NC(=O)CSc2ccc(F)cc2)cc1S(=O)(=O)N1CCCCC1 | -7% | -45% | -4% | -10 | 13% | nt | -1% | i | -49%
Cc1ccc(OCC(=O)Nc2ccc(OCc3cc(=O)n4ccsc4n3)cc2)cc1 | 5% | i | ? | nt | nt | -35% | 0% | nt | 1%
